Screening results as filed in PubChem BioAssay.
FEN1 inhibitor: human FEN1 inhibition. Recombinant FEN1 flap cleavage, fluorescence, 15 min. Potency, µM (series often up to 114 µM), for inactives: at the highest dose activity change, negative = inhibition, usual class: inhibitors. actives 0.35% (n = 390,000); active = well fitted inhibition curve with a large enough effect; inconclusive = small, poorly fitted or top-dose-only effect; inactive = no such curve, though single readings can be large or run the other way; also: nearly all actives have a fitted effect of over 65% in size
Target sequence (P39748 whole entry, looked up): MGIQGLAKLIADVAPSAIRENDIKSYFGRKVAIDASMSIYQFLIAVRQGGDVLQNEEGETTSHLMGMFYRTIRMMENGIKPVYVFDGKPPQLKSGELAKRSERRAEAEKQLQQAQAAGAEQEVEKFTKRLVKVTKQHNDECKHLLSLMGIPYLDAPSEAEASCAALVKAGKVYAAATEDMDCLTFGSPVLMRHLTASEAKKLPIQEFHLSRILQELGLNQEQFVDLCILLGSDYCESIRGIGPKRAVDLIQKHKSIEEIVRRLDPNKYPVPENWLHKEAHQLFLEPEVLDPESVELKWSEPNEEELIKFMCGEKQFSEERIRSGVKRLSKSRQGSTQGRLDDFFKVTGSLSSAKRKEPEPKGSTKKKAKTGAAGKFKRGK
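With each library titrated from low to high concentration, compounds met 10 nM FEN1 for 15 min at room temperature before 50 nM substrate was added; readings at 0 and 15 min fed four-parameter Hill curve fits.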
Active calls of the source: *; ? = inconclusive; & = joins results of further samples. % is scaled to controls: 0 for no effect and ±100 for the full control effect; potency is read from the fitted curve at half-maximal effect.

SMILES | FEN1 inhibitor
Cc1ccc(-n2ncc3c2CCCC3NC(=O)CCn2ccnc2C)cc1C (stereo unspecified) | 5%
Cc1cccc(-n2c(C)nnc2SCC(=O)NC(C)c2ccco2)c1 (stereo unspecified) | 16%
CC(C)(C)c1nnc(NS(=O)(=O)c2ccc(F)cc2)s1 | 0%
O=C1C=CC(=O)N1c1ccccc1N1C(=O)C=CC1=O | ?
COc1cc(C(C)=NNC(=O)c2ccncc2)ccc1O | 0%
Cn1c(=S)c2[nH]c(SCc3cccnc3)nc2n(C)c1=O | -5%
Cc1[nH]n(-c2ccccc2)c(=O)c1C(c1ccc(O)c([N+](=O)[O-])c1)c1c(C)[nH]n(-c2ccccc2)c1=O | ?
CC(=O)N1CCN(c2ccc(Oc3nc(-c4ccccc4)nc4ccccc34)cc2)CC1 | 17%
Cc1ccc2c(/C=C/c3ccc(N(C)C)cc3)ccnc2c1C | -8%
C#C[C@]1(O)CC[C@H]2[C@@H]3CCC4=CC(=O)CC[C@@H]4[C@H]3CC[C@@]21C | -9%
COc1cc(OC)nc(NC(=O)CSc2nnc(-c3ccccc3)n2C2CCCCC2)n1 | -11%
CC(OC(=O)C1CCN(S(=O)(=O)c2ccc3c(c2)OCCO3)CC1)C(=O)NC1(C#N)CCCCC1 (stereo unspecified) | 13%
O=C(C(Cl)Cl)N1CC2CCC(CC2)C1 | -3%
O=C(OCc1ccccc1)N1CCC2CC1c1c(Cl)cccc12 (stereo unspecified) | -5%
CC[C@]12C(=O)N(C)C[C@H]([C@@H]3C(=O)N(Cc4ccccc4)C(=O)[C@@H]31)N2C(=O)c1ccc(Br)cc1 | 0%
CCCCCCCCCCCCCCCC(=O)OCC1OC(n2ccc(N)nc2=O)C(O)C1O (stereo unspecified) | 5%
NS(=O)(=O)c1ccc(N=Nc2nc3[nH]cnc(=S)c3[nH]2)cc1 | -9%
COC(=O)C(C(=O)OC)C1C=CCN(C(C)=O)C1 (stereo unspecified) | 1%
CN(C)c1ccc(/C=C/c2c(Br)cnc3ccccc23)cc1 | -21%
Cc1ccccc1N=C1Nc2ccccc2N[C@]12C[C@H]1CCCC(=O)N3CC[C@@H](C2)[C@@H]13 | -10%
CC(=O)OC1CCC2(C)C3CCC4(C)C(C(C)=O)CCC4C3CC3OC32C1 (stereo unspecified) | -6%
COc1cc(S(=O)(=O)O)c(C)cc1N=Nc1c(O)ccc2cc(S(=O)(=O)O)ccc12 | 35µM*
Cc1ccc2cc3c(=O)n(C)cc(C=O)c3nc2c1 | 13%
COC(=O)c1ccc(N2CCN(CC(=O)c3ccc(C)cc3)CC2)c([N+](=O)[O-])c1 | -3%
Clc1ccc2c(c1)Nc1ccccc1CC2 | -16%
O=c1[nH][nH]c2cc([N+](=O)[O-])ccc12 | 0%
COc1ccc(NC(=O)CC(=O)Nc2ccc(OC)cc2)cc1 | -5%
O=C(Nc1ccc(OC(F)(F)F)cc1)c1ccc2c(c1)no[n+]2[O-] | -1%
O=C(CCCC(=O)NN=Cc1ccc(Cl)cc1Cl)NN=Cc1ccc(Cl)cc1Cl | -1%
CCOc1cccc(C2C=C(c3ccc4c(c3)OCO4)NC(c3cccc(Br)c3)N2)c1O (stereo unspecified) | -17%
O=C(c1ccccc1)N1CCN(C(=O)c2ccccc2)c2ccccc21 | 8%
O=[N+]([O-])c1cccc(COc2cccc(CN3CCOCC3)c2)c1 | 14%
N#Cc1ccc(Oc2ncccn2)cc1 | 2%
CN(C)c1ccc(C(c2ccc(N(C)C)cc2)C(O)c2ccccc2)cc1 (stereo unspecified) | 6%
Cc1cc(C)cc(NC(=S)NC(=O)Cc2ccccc2)c1 | -5%
CN(C)c1ccc(C=O)cc1 | -10%

Six structures out of the list, arranged by heavy-atom count, highest first:
SMILES | FEN1 inhibitor
O=C(CCCC(=O)NN=Cc1ccc(Cl)cc1Cl)NN=Cc1ccc(Cl)cc1Cl | -1%
CN(C)c1ccc(C(c2ccc(N(C)C)cc2)C(O)c2ccccc2)cc1 (stereo unspecified) | 6%
O=C(c1ccccc1)N1CCN(C(=O)c2ccccc2)c2ccccc21 | 8%
Cc1cc(C)cc(NC(=S)NC(=O)Cc2ccccc2)c1 | -5%
N#Cc1ccc(Oc2ncccn2)cc1 | 2%
CN(C)c1ccc(C=O)cc1 | -10%

The results go on:
SMILES | FEN1 inhibitor
c1ccc2nc(NN=C3CCCCC3)ccc2c1 | 0%
O=C(O)c1ccc(Oc2nc3ccccc3s2)cc1 | -2%
COc1ccc(C2(OC)Oc3cc(OC)ccc3C(=O)C2(O)OC)cc1 (stereo unspecified) | 0%
O=C(NCc1ccc(F)cc1)c1ccc2c(c1)S(=O)(=O)c1ccccc1C2=O | -6%
CCCC(=O)Nc1cc(OC)c(NC(=S)Nc2ccc(CC)cc2)cc1OC | 3%
CCOC(=O)C1=NNC(C(=O)OCC)C1C(=O)OCC (stereo unspecified) | 14%
CC1CC(C)C(=O)C(C(CC2CC(=O)NC(=O)C2)OC(=O)CC(=O)c2ccccc2)C1 (stereo unspecified) | 4%
CN1CCCC1CCNc1ccc2sc3ccccc3c(=O)c2c1 (stereo unspecified) | 40µM*
CN(CCc1ccccn1)c1ccccc1 | -17%
COc1cc(OC)c(-c2oc3ccccc3c(=O)c2O)c(OC)c1 | -7%
O=S(=O)(O)c1cccc2cccnc12 | 15%
NNc1nc(-c2ccccc2)nc(-c2ccccc2)c1Br | ?

Some of the entries so far, tab-delimited.
Compound	FEN1 inhibitor
N#Cc1ccc(Oc2ncccn2)cc1	2%
CN(C)c1ccc(C(c2ccc(N(C)C)cc2)C(O)c2ccccc2)cc1 (stereo unspecified)	6%
Cc1cc(C)cc(NC(=S)NC(=O)Cc2ccccc2)c1	-5%
CN(C)c1ccc(C=O)cc1	-10%
c1ccc2nc(NN=C3CCCCC3)ccc2c1	0%

The listing continues:
SMILES | FEN1 inhibitor
Cc1cc2ncn(S(=O)(=O)c3ccc(S(=O)(=O)N4CCCCCC4)cc3)c2cc1C | -2%
C#CCN1C=CC(=O)[C@@H](OC(=O)NCCC)[C@H]1c1ccccc1Br | 2%
COc1ccc2oc(C(=O)N3CCN(S(=O)(=O)c4c(C)c(C)cc(C)c4C)CC3)c(C)c2c1 | -6%
Cc1ccc(Cn2c(C)c3cnn(CC(=O)NCCN4CCOCC4)c(=O)c3c2C)cc1 | -9%
Cn1c(N)c(N=Cc2ccccc2)c(=O)n(C)c1=O | 8%
Nc1cnnc(N/N=C\c2ccccc2)c1Cl | -4%
NC(N)=Nc1ccc(C=C2C=Cc3ccccc32)cc1 | -8%
COc1ccc(CN2CCN(C(=O)c3ccccc3F)CC2)c(OC)c1OC | 14%
CC1CC(C)(C)OC(c2ccc(C(C)C)cc2)O1 (stereo unspecified) | 4%
NC(=O)c1ncn([C@@H]2O[C@H](CNCc3c(OCc4ccccc4F)ccc4ccccc34)[C@@H](O)[C@H]2O)n1 | -2%
CC(C)CN1CCC(CN2CCNC(=O)C2=O)CC1 | -6%
CS(=O)(=O)c1ccc(C(=O)OCC(=O)NC(=O)NC2CCCCC2)cc1[N+](=O)[O-] | -3%
CN1C[C@@H]2[C@@H]3C(=O)N(Cc4ccccc4)C(=O)[C@@H]3[C@](C)(C1=O)N2C(=O)c1ccc(C(C)(C)C)cc1 | -5%
N#Cc1c(C(F)(F)F)cc(-c2cccs2)nc1SC(C(=O)O)c1ccccc1 (stereo unspecified) | -2%
O=C1c2ccccc2S(=O)(=O)c2cc(C(=O)N3CCN(c4ncccn4)CC3)ccc21 | -11%
Cc1[nH]nc(-c2cccnc2)c1N=NN(C)C | 0%
CC(=O)Nc1ccc(S(=O)(=O)NC2(c3ccccc3)C(=O)N(C)C(=O)N(C)C2=O)cc1 | -1%
O=S1(=O)c2ccc(Br)cc2N2CCC[C@@H]2CN1C1CC1 | 1%
NC(=S)NN=C(c1ccc(F)cc1)C1CC1 | -2%
Nc1nonc1-n1nnc(C(=O)N/N=C/c2cccc(F)c2)c1CN1CCCCCC1 | 17%
COc1cc(OC)c(OC)cc1CNCC1COc2ccccc2O1 (stereo unspecified) | -13%
Cc1nc(CN2CCCCC2)c(O)c(=O)[nH]1 | 0%
COCCC1CCCCN1C(=O)c1ccc(OC)c(OC2CCN(C(C)=O)CC2)c1 (stereo unspecified) | 0%
CCN(C(=O)COC(=O)/C=C/c1nc2ccccc2s1)c1c(N)n(Cc2ccccc2)c(=O)[nH]c1=O | 11%
COc1ccc(NC(=S)NCCSc2ccc(C)cc2)c(OC)c1 | -4%
O=C(O/C(=C/c1ccccc1)C(F)(F)F)c1ccccc1 | 4%
Cc1cc(N2CCN(C)CC2)nc2ccc(NC(=O)CCC(=O)NCCC3=CCCCC3)cc12 | -1%
c1ccc(COc2ncnc3c2ncn3CCCNCc2ccc3c(c2)OCO3)cc1 | -5%
C[C@@H]1CN(S(=O)(=O)C(C)(C)C)[C@@H](CCO)/C1=C\c1ccccc1 | 17%
COc1nnc(-c2ccc(N3CCCCC3)c(N)c2)c2ccccc12 | -14%
O=c1[nH]c2ccc(Br)cc2o1 | -8%
CC1(C)Nc2cccc3c(N=Nc4ccc(N=Nc5ccccc5)c5ccccc45)ccc(c23)N1 | -19%
CCn1c(SC(C)C(=O)NCc2ccco2)nnc1-c1ccccc1 (stereo unspecified) | ?
O=C(NCc1ccc(OC(F)(F)F)cc1)c1ccc2c(c1)S(=O)(=O)c1ccccc1C2=O | -3%
c1ccc2[nH]c(-c3ccc4c(c3)OCO4)nc2c1 | -14%
O=S(=O)(Nc1cccc2cccnc12)c1ccccc1Br | ?
O=C(Cn1cc(COc2ccccc2C(F)(F)F)nn1)c1ccc(O)cc1 | -11%
O=C1CCCC(O)=C1Sc1cc(Cl)c(Cl)cc1Cl | 5%
CC(=O)Nc1c(-c2ccccc2)nc2ccc(Cl)cn12 | 0%
Cn1c(=O)c2nc(NCc3ccccc3)sc2n(C)c1=O | -5%
O=c1[nH]c2c(c(=O)n1-c1ccccc1)CCO2 | 3%
O=C(Nc1ccccc1Cl)O/N=C/c1ccncc1 | 5%
CC(=O)Nc1cc2c(cc1Cl)Cc1cc(Cl)ccc1-2 | -11%
CC1=C(c2ccccc2)C=NNCC1=O | -4%
CC1=CC(=O)C(C(C)=Nc2cccc(Cl)c2)C(=O)O1 (stereo unspecified) | 4%
CC(O)(Cc1cccnc1)c1cccs1 (stereo unspecified) | 0%
CNc1ccc(/C=C/c2ccccc2)cc1 | -8%
O=C(/C=C/c1cccc([N+](=O)[O-])c1)c1ccc([N+](=O)[O-])o1 | 6%
Cc1nc(N2CCN(Cc3ccc4c(c3)OCO4)CC2)c2oc3ccccc3c2n1 | -23%
O=C1c2ccccc2C(=O)C1c1cc2ccccc2cn1 | ?
N/C(=N\OC(=O)CCCN1C(=O)c2ccccc2C1=O)c1ccc(Br)cc1 | 0%
Cc1cccc(N2CCN(CC(O)COc3ccccc3)CC2)c1 (stereo unspecified) | -5%
Cc1cc(C(c2cc(C)c(N)c(C)c2)c2ccco2)cc(C)c1N | -5%
CCn1nc(Cc2cccc3ccccc23)c(C#N)c1N | -22%
CC(=O)C[C@H]1c2cc(C(F)(F)F)ccc2S(=O)(=O)N1c1ccc(N(C)C)cc1 | -5%&4%
Nc1cc2[nH]c(=O)c3ccccc3c2cc1Br | 11%
COc1cc(CN(C(C)=O)c2ccccc2C(=O)O)ccc1[N+](=O)[O-] | 0%
COc1ccc(CCc2ccc3cc(OC)ccc3n2)cc1 | -22%
CCCCN1CC(=O)N2[C@@H]3c4cc(OC)ccc4OC[C@@H]3[C@H](C(=O)OCC)[C@]2(C)C1=O | -2%
O=C(O)C1(C(=O)O)CCCC1 | 5%
Next part
SMILES | FEN1 inhibitor
O=C(NNC(=O)c1ccncc1)Nc1ccc(Cl)cc1 | -2%
O=C(c1ccc2c(c1)C(=O)N(Cc1ccncc1)C2=O)N1CCN(S(=O)(=O)c2ccc(OC(F)(F)F)cc2)CC1 | -4%
Nc1ccc2ccccc2c1C(=O)c1ccccc1 | 2%
O=C(NCc1ccccn1)C1Nc2ccc(C(F)(F)F)cc2C2C=CCC12 (stereo unspecified) | -12%
Cn1cnc2c(ncn2C2OC(CO)C(O)C2O)c1=S (stereo unspecified) | 15%
COC(=O)C1=C(CCc2ccccc2)NC(=O)NC1c1ccc(Cl)cc1 (stereo unspecified) | 0%
CCCNC(=O)c1c(CSc2ccc(Cl)cc2)noc1C(=O)NCc1ccccc1 | 2%
Cc1ccc(C(=O)Nc2ccccc2Oc2ccccc2)o1 | 3%
O=C(Cc1ccc(NC(=O)C2CCN(C(=O)C3CCCCC3)CC2)cc1)Nc1cccc(C(=O)N2CCCCC2)c1 | -2%
COc1ccc(C(CCc2cc(OC)c(OC)c(OC)c2)NC(C)=O)cc1 (stereo unspecified) | 14%
COc1ccc(NC(=O)[C@@H]2CC=C[C@@H]3CCN(C4CC4)C(=O)[C@@H]32)cc1 | -5%
COc1ccc(NS(=O)(=O)c2cc(C(=O)N(C)CCc3ccccn3)ccc2Cl)cc1 | 1%
CCCCN(C(=O)c1cccc(N2C(=O)c3ccccc3C2=O)c1)c1c(N)n(CCCC)c(=O)[nH]c1=O | 2%
CCCCn1c(SCC(=O)Nc2sc3c(c2C(N)=O)CCC3)nnc1-c1ccccc1 | -16%
CN1C[C@H](C(=O)NC2(C)OC3(O)[C@@H]4CCCN4C(=O)[C@H](Cc4ccccc4)N3C2=O)CC2c3cccc4[nH]cc(c34)C[C@H]21 (stereo partly specified) | -24%
CCc1nc(C)cn1S(=O)(=O)c1ccc2c(c1)OCCO2 | 14%
Cc1ccc(Nc2c(O)nc[nH]c2=O)cc1C | -10%
COc1ccc(C(C(=O)NC2CCCCC2)N(C(=O)c2ccco2)c2ccc(-n3cnnn3)c(C)c2)cc1 (stereo unspecified) | -10%

An excerpt; count on the stated rates, not on these rows.
